# PTHR1 ag: agonists of human PTHR1 parathyroid hormone receptor; hit rate 0.075% among 410,000; Q03431; HEK293 GP2 PTHR1 cells, GloSensor cAMP luminescence, 1 h; Potency, µM (highest dose often 115 µM), inactives show at the top dose activation, most hits filed as activators; active means well fitted activation curve with a large enough effect; inconclusive means small, poorly fitted or top-dose-only effect, or another doubt; inactive means no such curve, though single readings can be large or run the other way; further: potency means the concentration at half of the fitted maximal effect; nearly all actives have a fitted effect of over 55% in size; some results filed as inactive show a strong effect at the top dose; inactives centre near -15; many of its hits are not listed in these tables
# Target sequence (Q03431 whole entry, looked up): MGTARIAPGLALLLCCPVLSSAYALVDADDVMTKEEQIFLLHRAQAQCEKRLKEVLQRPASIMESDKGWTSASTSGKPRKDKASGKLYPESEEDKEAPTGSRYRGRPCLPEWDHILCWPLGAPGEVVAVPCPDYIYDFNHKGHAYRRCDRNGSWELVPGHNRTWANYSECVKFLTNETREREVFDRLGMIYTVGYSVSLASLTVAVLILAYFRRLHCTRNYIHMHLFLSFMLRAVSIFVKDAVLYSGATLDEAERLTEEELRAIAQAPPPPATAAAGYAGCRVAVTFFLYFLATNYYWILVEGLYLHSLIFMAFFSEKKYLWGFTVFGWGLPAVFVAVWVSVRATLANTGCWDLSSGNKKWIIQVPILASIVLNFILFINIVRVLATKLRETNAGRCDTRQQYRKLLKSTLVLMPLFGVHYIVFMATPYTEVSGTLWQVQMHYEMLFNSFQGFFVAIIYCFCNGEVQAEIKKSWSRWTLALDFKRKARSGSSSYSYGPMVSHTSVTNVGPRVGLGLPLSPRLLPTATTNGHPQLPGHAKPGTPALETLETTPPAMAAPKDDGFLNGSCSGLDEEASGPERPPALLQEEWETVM
#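 HEK-293-derived GP2 cells expressing PTHR1 and a GloSensor cAMP reporter, 3,000/well, plated overnight, given luciferin plus IBMX (each 0.5 mM as added) for 1 h at 37 °C, then compound for 1 h at 37 °C. Luminescence was read after 15 min at room temperature.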
# DRD3 agonist: D3 dopamine receptor (human) agonism | P35462 | D3R DiscoveRx beta-arrestin cells, luminescence, 90 min | max activation, % | hit rate 0.58% among 410,000 | AID 652048; in the data active means max activation above about 30%; further: 0% is about no effect; mostly tested at two doses, the higher about 12 µM
# Target sequence (P35462 whole entry, looked up): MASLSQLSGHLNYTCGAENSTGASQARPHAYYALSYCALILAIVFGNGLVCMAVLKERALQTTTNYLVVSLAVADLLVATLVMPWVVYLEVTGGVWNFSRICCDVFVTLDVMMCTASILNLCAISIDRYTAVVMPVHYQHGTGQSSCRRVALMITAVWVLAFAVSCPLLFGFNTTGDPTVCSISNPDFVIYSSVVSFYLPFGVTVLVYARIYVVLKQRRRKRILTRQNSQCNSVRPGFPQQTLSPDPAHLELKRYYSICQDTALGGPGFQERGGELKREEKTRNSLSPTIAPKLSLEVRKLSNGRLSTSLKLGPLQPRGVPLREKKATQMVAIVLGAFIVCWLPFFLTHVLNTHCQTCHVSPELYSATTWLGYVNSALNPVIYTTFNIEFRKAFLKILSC
#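 Agonist-mode cell screen: cells plated at 1500/well and incubated overnight at 37 °C, then exposed to library compounds for 90 min at 37 °C. Detection reagent was added for 30–60 min at room temperature, and luminescence was read.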
# * hit, by the source's call; i = inactive; ? = inconclusive; [ ] = dose if it differs, or a comment.
SMILES,PTHR1 ag,DRD3 agonist
O=C(Nc1c(C(=O)N2CCN(c3ccc(F)cc3)CC2)oc2ccccc12)c1c(F)cccc1F,-17.4%,4.4
COC(=O)c1c(NC(=O)C2c3ccccc3Oc3ccccc32)sc2c1CCC(C(C)(C)C)C2 (stereo unspecified),-28.3%,-5.5
CCN(C(=O)c1cc2cc3ccc(OC)cc3nc2o1)c1cccc(C)c1,-44.9%[inhibitor],-9.4
Cc1ccc(NC(=O)N2CCN(Cc3nc4ccc(C)cc4o3)CC2)cc1,-29.4%,1.7
CCCN1C(=O)c2oc3cc(C)cc(C)c3c(=O)c2C1c1ccc(F)cc1 (stereo unspecified),i,11.4
CCCCc1nnc(SCc2cc(=O)c3cc(F)ccc3[nH]2)n1C,-1.6%,4.4
CCOC(=O)c1cc(S(=O)(=O)Nc2ccc(Br)c(C)c2)[nH]n1,-2.6%,-7.0
Cc1sc2ncn(CC(=O)Nc3ccc(F)cc3F)c(=O)c2c1S(=O)(=O)N1CCC(C)CC1,i,-1.4
CCOc1ccc(NC(=O)CSc2nc3ccsc3c(=O)n2CC)cc1,i,11.1
CC(C)(C)NC(=O)c1oc2ccccc2c1NC(=O)c1ccc(F)cc1,i,-11.6
COCCCNC(=O)CCCN1C(=O)CCn2nc(-c3cccn3C)cc21,-57.9%[inhibitor],-8.2
COc1cc(-c2nnc(SCC(=O)Nc3ccc(F)c(Cl)c3)o2)cc(OC)c1OC,-23.7%,-17.1
Cn1c(=O)cc(SCC(=O)NCc2ccc(F)cc2)c2cc(Cl)ccc21,i,-12.5
CCOc1ccc(CNC(=O)Cn2nc(C)c3nn(-c4ccc(Cl)cc4)c(C)c3c2=O)cc1OC,-92.1%[inhibitor],7.5
COc1cccc2c1ncc1c(-c3ccc(C)cc3)nn(-c3cccc([N+](=O)[O-])c3)c12,13.8%,-0.8
Cn1c(=O)c(=O)n(C)c2cc(S(=O)(=O)N3CCN(c4ccccc4)CC3)ccc21,i,-7.2
CCN(CC)S(=O)(=O)c1ccc2c(c1)N(CC(=O)Nc1ccc(C)cc1C)C(=O)C1CCCN21 (stereo unspecified),i,3.1
Cc1ccc(NC(=O)C2CCN(S(=O)(=O)c3ccc4[nH]c5c(c4c3)CCCCC5)CC2)cc1,i,1.8
CCN(CC)c1ccc2cc(-c3nc(-c4ccc(Cl)cc4Cl)cs3)c(=O)oc2c1,i,-6.1
Cc1cc(C)cc(-n2cnc3cc(C(=O)NCCc4ccccc4)ccc32)c1,i,-13.0
CCCNC(=O)CCC(=O)N1Cc2cccc(OC)c2Oc2ncccc21,18.6%,5.9
Cc1ccccc1C(=O)NC(=O)Nc1ccc(-n2nc(C(F)(F)F)cc2C(F)(F)F)cc1,-7.1%,-5.7
COC(=O)c1ccc(NC(=O)C(=O)NCC(c2cccnc2)N2CCc3ccccc32)cc1 (stereo unspecified),-32.5%[inhibitor],15.5
Cc1ccc(C2Nc3ccccc3-n3c(-c4ccccc4)c4c(=O)n(C)c(=O)n(C)c4c32)o1 (stereo unspecified),-33.3%[inhibitor],6.0
O=C(CCS(=O)(=O)c1nc(-c2ccc3c(c2)OCO3)cc(C(F)(F)F)n1)Nc1ccccc1C(F)(F)F,i,-15.3
Cc1ccc(-n2nc(C)c3c(C)cc(=O)n(CC(=O)N4CCCc5ccccc54)c32)cc1,i,3.2
O=C(Nc1c(C(=O)N2CCN(c3ccccc3)CC2)oc2ccccc12)c1ccccc1F,i,8.3
COc1ccc(C2CC(=O)N(Cc3ccccc3C)c3c2c(C)nn3-c2nc(C)cc(C)n2)c(OC)c1 (stereo unspecified),i,1.3
C=C(C)Cn1c(SCC(=O)c2ccc(Br)cc2)nc2sc3c(c2c1=O)CCCC3,-17.3%,-0.1
COc1cccc(CNC(=O)c2c3c(nc4ccccc24)C(=O)N(C2CCCCC2)C3)c1,i,4.8

# Part of the list above in order of length of the SMILES, largest number first.
SMILES,PTHR1 ag,DRD3 agonist
Cc1ccc(C2Nc3ccccc3-n3c(-c4ccccc4)c4c(=O)n(C)c(=O)n(C)c4c32)o1 (stereo unspecified),-33.3%[inhibitor],6.0
COC(=O)c1ccc(NC(=O)C(=O)NCC(c2cccnc2)N2CCc3ccccc32)cc1 (stereo unspecified),-32.5%[inhibitor],15.5
COc1cc(-c2nnc(SCC(=O)Nc3ccc(F)c(Cl)c3)o2)cc(OC)c1OC,-23.7%,-17.1
CC(C)(C)NC(=O)c1oc2ccccc2c1NC(=O)c1ccc(F)cc1,i,-11.6

# Molecules shown so far that contain a thiophene ring, fused or not:
SMILES,PTHR1 ag,DRD3 agonist
COC(=O)c1c(NC(=O)C2c3ccccc3Oc3ccccc32)sc2c1CCC(C(C)(C)C)C2 (stereo unspecified),-28.3%,-5.5
Cc1sc2ncn(CC(=O)Nc3ccc(F)cc3F)c(=O)c2c1S(=O)(=O)N1CCC(C)CC1,i,-1.4
CCOc1ccc(NC(=O)CSc2nc3ccsc3c(=O)n2CC)cc1,i,11.1
C=C(C)Cn1c(SCC(=O)c2ccc(Br)cc2)nc2sc3c(c2c1=O)CCCC3,-17.3%,-0.1

# New compounds follow
SMILES,PTHR1 ag,DRD3 agonist
Oc1c(C(c2ccccc2F)N2CCN(c3ccccc3F)CC2)sc2nc(-c3ccco3)nn12 (stereo unspecified),3.8%,-3.8
O=C(COc1ccc(F)cc1)NCC(c1ccc(Cl)cc1)N1CCCCC1 (stereo unspecified),-23.2%,-20.4
CCOc1ccc2oc(=O)cc(CN3CCN(Cc4ccc(F)cc4)CC3)c2c1,i,-35.2
Cc1ccc(CCNC(=O)C2CCN(c3nnc(-n4cccc4CNc4ccc(C)cc4)s3)CC2)cc1,1.2%,56.2*
Cc1ccc(NC(=O)C2CCCN(c3nnc(C)c4c(C)n(-c5ccccc5)nc34)C2)cc1Cl (stereo unspecified),-12.1%,19.7
O=C(CCC1N=C2c3ccccc3N=C(SCc3cccc(Cl)c3)N2C1=O)NCCc1ccccc1 (stereo unspecified),-10.3%,7.1
CCOc1ccc(CCNC(=O)c2sc3nc4n(c(=O)c3c2C)CCCC4)cc1,-19.6%,0.7
CCOC(=O)c1c(NC(=O)/C=C/c2ccc(OC)cc2)sc2c1CCC(C)C2 (stereo unspecified),-11.9%,59.2*
COc1ccc2c(C)c(CC(=O)NCc3ccccc3Cl)c(=O)oc2c1OC,-21.3%,-3.2
CCOC(=O)c1c(C)[nH]c(CCC(=O)Nc2ccc(OC)c(OC)c2)c1C,i,-2.4
CC1=C(C(=O)OC2CCCC2)C(c2cccc(Cl)c2Cl)CC(=O)N1 (stereo unspecified),-25.1%,3.9
CCn1c2c(c(=O)n3ncc(C(=O)N4CCN(c5ccc(Cl)cc5)CC4)c13)CN(Cc1ccc(OC)cc1)CC2,-88.7%[inhibitor],-5.3
Cc1cc(=O)n(CC(=O)NC(C)c2ccccc2)c2c1c(C)nn2C (stereo unspecified),i,1.0
O=C(NCc1ccccc1Cl)c1cccn1-c1nnc(N2CCCCC2)s1,-21.2%,5.8
CC1CCN(C(=O)Cn2cc(SCc3ccccc3)c3ccccc32)CC1,-79.2%[inhibitor],-8.9

# Whole records from above.
# COc1ccc2c(C)c(CC(=O)NCc3ccccc3Cl)c(=O)oc2c1OC reads PTHR1 ag = -21.3%; DRD3 agonist = -3.2
# CC1=C(C(=O)OC2CCCC2)C(c2cccc(Cl)c2Cl)CC(=O)N1 (stereo unspecified) reads PTHR1 ag = -25.1%; DRD3 agonist = 3.9

# Other results follow.
SMILES,PTHR1 ag,DRD3 agonist
COc1ccc(Cl)cc1NC(=O)c1c(NCc2ccc(C)o2)sc2c1CCCCC2,-29.3%,-12.9
Cc1ccc(CC(=O)Nc2ccc3c(c2)N(C)C(=O)c2ccccc2S3)cc1,-12.4%,-2.3
CCCCNC(=O)CCCn1c(=O)c2ccccc2n(Cc2ccc(Cl)cc2)c1=O,-9.1%,-1.4
CCN(c1ccccc1)c1nnc(NC(=O)Nc2ccc(C)cc2)s1,-23.3%,3.3
COc1ccc(C2c3[nH]c4ccc(OC)cc4c3CCN2C(=O)Nc2ccccc2)cc1 (stereo unspecified),-76.4%[inhibitor],-18.0
CCC(=O)N(CCC(c1ccccc1)c1ccc2c(c1)OCO2)Cc1ccc(OC(C)C)cc1 (stereo unspecified),i,-6.9
O=C(CCSCc1cccc(Cl)c1)NCc1ccc(F)cc1Cl,-0.1%,8.0
CCc1cc(C(=O)NCc2ccccc2)no1,i,0.5
O=C(NC1(C(F)(F)F)NC(=O)N(CCc2ccccc2)C1=O)c1ccccc1Cl (stereo unspecified),-9.5%,-5.9
COc1ccc(OC)c(-c2nnc3n(Cc4ccc(C)cc4)c(=O)c4ccccc4n23)c1,-22.3%,9.0
COc1ccc(OC)c(-c2nc(C(N)=O)c3c(n2)n(-c2ccc4c(c2)OCO4)c(=O)n3C)c1,i,-3.6
CC(=O)N1c2c(cc(Br)cc2S(=O)(=O)Nc2ccccc2C)CC1C (stereo unspecified),-17.8%,-14.9
COc1ccccc1NC(=O)c1c(NC(=O)c2ccco2)sc2c1CCC(C(C)(C)C)C2 (stereo unspecified),-23.8%,-7.2
COc1ccc(C(=O)Nc2cc(C)c(O)c(-c3nc4ccccc4s3)c2)cc1OC,-6.1%,-4.7
Fc1ccc(-n2ncc3c(N4CCN(Cc5ccccc5)CC4)ncnc32)cc1,i,-9.9
Cc1cc(C)cc(N2C(=O)CSC23C(=O)N(Cc2c(F)cccc2Cl)c2ccccc23)c1 (stereo unspecified),-47.5%[inhibitor],3.1
COc1ccccc1N1CCN(C(=O)CSc2nc3ccccc3nc2Cc2ccccc2)CC1,-17.6%,11.6
COc1ccc(Cl)cc1NC(=O)Cn1cnc2sc(C)c(S(=O)(=O)N3CCN(c4ccccc4OC)CC3)c2c1=O,i,3.0
CCC(=O)N1CCc2cc(CNC(=O)c3ccccc3C)ccc21,i,-12.1
CCc1cccc(C)c1NC(=O)CCCn1c(C)c2cnn(-c3ccccc3)c(=O)c2c1C,-41.5%,10.7
CC(C)N(C(=O)CSc1cn(CC(=O)N2CCCCCC2)c2ccccc12)C(C)C,-0.9%,-1.1
COc1ccc(-c2nc3ccccc3o2)cc1NC(=O)c1ccc(-c2ccc(C)c(Cl)c2)o1,?,7.4
COc1cc(OC)c(NC(=O)c2ccc3c(c2)N(Cc2ccc(C)cc2)CCS3)cc1Cl,i,0.0
CCN(C(=O)Cn1nc2c3cc(F)ccc3n(Cc3cccc(C)c3)cc-2c1=O)c1cccc(C)c1,-6.1%,1.8
CCOC(=O)CSc1nc(-c2ccc(C)cc2C)cc(-c2ccccc2)c1C#N,-37.1%[inhibitor],3.4
Cc1nn(CC(=O)Nc2cccc(C(F)(F)F)c2)c(=O)c2nn(-c3ccccc3)c(C)c12,i,4.9
Clc1ccc(CN2CCN(c3ncnc4sc5c(c34)CCCC5)CC2)cc1Cl,i,-1.0
CCOc1ccccc1NC(=O)CCS(=O)(=O)c1ccc2c(c1)oc(=O)n2C,-9.3%,-8.4
CCC(=O)N1CCc2cc(Br)cc(S(=O)(=O)NCCc3cccc(C)c3)c21,-53.1%[inhibitor],-29.9
O=C(Nc1ccc2oc(-c3cccnc3)nc2c1)c1ccc(-c2ccccc2OC(F)(F)F)o1,-20.0%,5.2
Cc1ccc(-c2csc(-c3c(N)c(C(=O)c4ccc5c(c4)OCO5)n4ccccc34)n2)cc1,-14.1%,-11.0
Cc1cc(Nc2cccc(O)c2)c2cccc(Br)c2n1,-9.6%,2.9
CCCNC(=O)c1cnc2c(-c3ccc(OCC)c(OCC)c3)c(C)nn2c1-c1ccccc1,-55.1%[inhibitor],7.2
CCCN1C(=O)C(Cc2nc3ccccc3c(=O)n2-c2ccc(OC)cc2)c2cc(C)ccc21 (stereo unspecified),-48.1%[inhibitor],2.3
Cc1ccc(C)c(NC(=O)CSc2nnc(-c3cc4occc4n3C)n2-c2ccccc2C)c1,i,9.0
CCOc1ccc(S(=O)(=O)N2Cc3ccccc3CC2C(=O)Nc2ccc(NC(C)=O)cc2)cc1 (stereo unspecified),i,4.0
COc1ccc(Br)cc1CNC(=O)Cn1ncn2nc(-c3cccs3)cc2c1=O,-19.3%,0.1
Cc1ccc(-c2nnn3c2nc(NCC(C)c2ccccc2)c2ccccc23)cc1 (stereo unspecified),-10.3%,3.1
O=S(=O)(c1ccc(Cl)cc1)c1nc(-c2ccccc2F)oc1NCc1ccccc1,i,-5.2
COc1ccc(CCNC(=O)c2cc(-c3ccc(C)c(C)c3)nc3ccccc23)cc1OC,-34.8%,-11.3
COCCNC(=O)CSc1nc2ccccc2nc1Cc1ccc(C)cc1,-5.3%,2.0
CN(C)c1ccc(CNC(=O)CCCN2C(=O)CCn3nc(-c4cn(C)c5ccccc45)cc32)cc1,24.3%,-3.0
COc1ccccc1CNC(=O)c1ccc2c(c1)N(Cc1c(F)cccc1Cl)C(=O)CS2,-26.7%,4.7
COc1ccc(CNC(=O)c2sc3nc[nH]c(=O)c3c2C)cc1,-2.9%,3.6
COc1ccc(-c2onc(C)c2C)cc1S(=O)(=O)NCCc1ccccc1,-87.4%[inhibitor],3.0
Cc1cc(=O)oc2cc(OCC(=O)Nc3c(C(C)C)cccc3C(C)C)ccc12,i,-0.8
CCc1cccc(N2C(=O)N(CC(=O)NCc3cccc(OC)c3OC)c3ccccc3S2(=O)=O)c1,-23.5%,1.6
CNC(=O)c1ccc(-c2nc(CN3CCc4ccccc43)c(C)o2)cc1,i,4.1
Cc1ccc(C)c(Cn2c(=O)cc(C)c3c(C)nn(-c4cccc(F)c4)c32)c1,i,-9.9
Cc1ccc(-n2nc(C)c3c(C(=O)Nc4ccc(Br)c(C)c4)cc(C)nc32)cc1,-1.1%,8.9

# High-throughput results as filed in PubChem BioAssay.

# Not all compounds are listed; the hit share may differ from the screen's.
